# GSIS activator: primary screen for activators of insulin secretion dependent on glucose, INS-1E cells, GLuc reporter luminescence; INS-1E GLuc reporter insulin secretion, 2-3 h; 0.61% of 370,000 active; activation, % at 16.6 µM;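 active = lowest replicate activation of at least 40%, so every replicate reaches that level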;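 also: 0% = median of neutral control wells and 100% = median of IBMX positive control wells; some compounds called inactive have numbers as strong as hits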
# DENV2 CPE: protects cells from dengue virus 2 cytopathic effect. CPE inhibition, % at 9.99 µM. DENV2-infected cells, cytopathic effect rescue, plate reader. 1.7% of 350,000 active; in the data active = CPE inhibition above about 20%, passing the limit was not always enough; inconclusive = no clear call, values can overlap the other calls; tested in BHK-21 cells;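 also: 0% = median of neutral control wells and 100% = median of positive control wells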
# miR-122 sensor: inhibitors of miR-122 in Huh7 cells; Huh7 miR-122 Renilla luciferase sensor, 48 h; neutral wells = 0, positive control = 100; activation (reporter increase), % at 12.5 µM; 0.3% of 340,000 active;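 active = mean replicate activation score at least 90 and every replicate individually at or above 90; inconclusive = only one of the two criteria met; inactive = neither criterion met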;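 also: higher luciferase means less miR-122 activity so hits act as miR-122 inhibitors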
# PAX8 reporter: inhibitors of PAX8 transcriptional activity in RMG-I cells. RMG-I TPO-luciferase reporter, SteadyGlo, 24 h. inhibition, % at 12.6 µM. 1.2% of 360,000 active;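 active = mean replicate inhibition at least 60% with every replicate also reaching 60%; inconclusive = only one of the two criteria is met; inactive = mean below 60% and not all replicates reaching 60%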;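 also: luciferase light reporting Pax8 driven TPO promoter activity; plate controls were median of neutral control wells for no effect and mitoxantrone controls for full effect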
# FN deposition inh: fibronectin deposition inhibition. AH1F fibroblasts, Alexa488-fibronectin deposition fluorescence, overnight. inhibition, % at 12.6 µM. 0.086% of 350,000 active;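 active = mean inhibition across replicates of 30% or more, regardless of how many single replicates reach that level; inconclusive = mean under 30% yet at least half of replicates reach 30%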;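 also: positive control wells lacked labelled fibronectin entirely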
#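 Material: AH1F fibroblast monolayer depositing Alexa488-labelled fibronectin into matrix | Input: 10000 AH1F cells/well | Medium: DMEM plus 2% serum, read in PBS | Reagent: Alexa488-fibronectin, 24 nM final in well | Compound dosing: One dose per compound, pinned | Schedule: 1 h adhesion, overnight exposure | Measured by: Fluorescence at 485 nm excitation, 525 nm emission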
# F508del corr: CFTR F508del correction in bronchial cells. CFBE cells, YFP halide quenching; stimulated with forskolin plus potentiator P3; % fluorescence drop versus neutral controls. activity (quench increase), % at 7.58 µM. 0.36% of 350,000 active. AID 720511;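 active = mean added fluorescence quench of at least 8% versus neutral control, with both replicates also reaching 8%; inconclusive = only one of the mean or replicate conditions met; inactive = mean below 8% and not both replicates reaching 8%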;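 also: cells transiently co-express mutant CFTR-F508del with the halide-sensitive YFP; corrector assay measuring rescue of mutant channel to the surface after 24 h compound exposure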
# EWS-Fli block: EWS/Fli transcriptional activity inhibition. A673 NR0B1-luciferase reporter, viability-normalised. inhibition, % at 12.6 µM. 0.67% of 350,000 active. AID 651661;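 active = mean inhibition of at least 50% after viability correction, with every replicate also passing that limit; inconclusive = mean reaches 50% but only one of two replicates passes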;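 also: firefly luciferase signal divided by Alamar Blue viability fluorescence both relative to DMSO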
# * hit, by the source's call; ? = inconclusive; . = no result given; [ ] = remark or other dose. This is a random part of the collection; any-hit rate near 3.9%.
# Sample of the layout, four compounds:
Compound	GSIS activator	DENV2 CPE	miR-122 sensor	PAX8 reporter	FN deposition inh	F508del corr	EWS-Fli block
CN1c2ccc(-c3ccccc3)cc2[C@H]2[C@H](CCN2C(=O)Cc2ccccc2)[C@H]1CO	-24	-11	35[16.7 µM]	19	-14	1.5	11
CCC(C)(C)C1CCc2[nH]nc(C(=O)NC3CCCCC3)c2C1 (stereo not given)	9	-9	-6	-58	10	3.9	-73
O=C(CN1C(=O)COc2ccccc21)N(Cc1cccnc1)Cc1ccccc1F	-6	-4	-2	.	.	1.0	10
Cc1ccc(N/C=C/C(=O)c2ccco2)c(O)c1	-13	-5	-7	-6	0	-1.9	-49

# Results, from the start:
Compound	GSIS activator	DENV2 CPE	miR-122 sensor	PAX8 reporter	FN deposition inh	F508del corr	EWS-Fli block
CN1c2ccc(-c3ccccc3)cc2[C@H]2[C@H](CCN2C(=O)Cc2ccccc2)[C@H]1CO	-24	-11	35[16.7 µM]	19	-14	1.5	11
CCC(C)(C)C1CCc2[nH]nc(C(=O)NC3CCCCC3)c2C1 (stereo not given)	9	-9	-6	-58	10	3.9	-73
O=C(CN1C(=O)COc2ccccc21)N(Cc1cccnc1)Cc1ccccc1F	-6	-4	-2	.	.	1.0	10
Cc1ccc(N/C=C/C(=O)c2ccco2)c(O)c1	-13	-5	-7	-6	0	-1.9	-49
CCN(CC)CC(=O)Nc1c2c(nc3ccccc13)N(C)CC2	-2	-2	8	5	0	-2.9	14
Cc1ccc(NC(=O)C(=O)NCCN2CCN(Cc3ccc([N+](=O)[O-])cc3)CC2)cc1	7	2	.	-3	-2	0.6	8
COc1cccc(CNC(=O)c2ccccc2-c2ccccc2)c1	16	20	.	6	5	0.4	-2
Cc1nc(-c2cccc(NC(=O)Cc3ccccc3)c2)cs1	-2	-7	.	-34	5	4.4	-13
CC(C)(C)c1ccc(NC(=O)CCNC(=O)c2ccco2)cc1	-2	5	-1	-7	2	-0.6	-25
O=C(CN1CCN(c2ncccn2)CC1)Nc1ccccc1-n1cccc1	-16	6	-3	.	.	0.0	12
Cc1nn(CCC(=O)NCCc2ccccc2Cl)c(=O)c2nn(-c3ccccc3)c(C)c12	-4	-1	0	22	4	-1.9	-2
CC1=C(C(=O)N2CCOCC2)C(c2ccc(Br)cc2)NC(=S)N1c1ccccc1 (stereo not given)	6	-6	7	-11	1	0.6	-8
Cc1[nH]c2ccccc2c1-c1csc(NC(=O)CSCC(=O)O)n1	6	.	-10	21	2	-4.1	-5
C=CCN1C=C(C(=O)c2ccccc2)C(=O)CC1	23	-2	-4	-25	16	-0.5	-4
CC(=O)NC[C@H]1[C@@H](c2ccccc2)[C@H](CO)N1C(=O)Cc1cccnc1	6	1	-21[16.7 µM]	11	8	1.3	-70
COc1cnc(-c2ccccn2)nc1N(C)c1ccccc1	-7	-8	.	-3	4	7.9	-13
CCCN(C)C[C@H]1OCCCC[C@H](C)Oc2ccc(NS(=O)(=O)c3ccc(F)cc3)cc2C(=O)N([C@@H](C)CO)C[C@H]1C	-12	-5	2[16.7 µM]	6	2	-0.5	5
CCOc1ccc(NC(=O)N(CCN(C)C)C(C)c2ccncc2)cc1 (stereo not given)	.	-6	1	1	-2	-0.9	-6
Cc1ccc(S(=O)(=O)N(C)C[C@@H]2Oc3ccc(NC(=O)Nc4cccc5ccccc45)cc3C(=O)N([C@H](C)CO)C[C@@H]2C)cc1	-6	.	-7[16.7 µM]	-7	.	-1.7	-16
Nc1c(C(=O)N/N=C/c2ccc([N+](=O)[O-])cc2)cnn1-c1ccccc1	13	46*	-9	-33	-16	1.3	-106
CN(CCC#N)C(=O)COC(=O)c1cc(Cl)cc(Cl)c1N	3	6	-1	-2	-12	-0.2	12
O=C(NC1CCCC1)C1CC(=O)N(C2CCCCCCC2)C1 (stereo not given)	2	1	.	.	.	-2.4	-5
O=C(COc1coc(CN2CCc3ccccc32)cc1=O)NCCc1ccccc1	14	0	-2	20	-3	0.8	3
COc1ccc(/C=C(\NC(=O)c2ccco2)C(=O)NCCc2nc3ccccc3[nH]2)cc1	-5	-3	-1	12	-3	-1.5	6
Cc1cccc(-n2[nH]c(C)c(C=Nc3ccc4[nH]c(=O)[nH]c4c3)c2=O)c1	15	.	0	-1	-7	.	-1
COc1ccc(N2CC(C(=O)Nc3nnc(SCC(=O)N4CCOCC4)s3)CC2=O)cc1 (stereo not given)	7	-5	.	6	-8	0.0	-4
O=C(Cn1cnnn1)NCCc1ccc(Cl)cc1Cl	-3	1	.	-4	0	-1.2	0
CCOc1ccccc1NC(=O)NCc1ccccn1	10	3	.	-8	2	-0.3	2
O=C(O)c1ccc(N/N=C/c2c[nH]c3ccccc23)cc1	2	-7	-4	45	0	-1.5	69*
CC(C)NC(=O)c1ccc(-c2ccc(F)c(F)c2)c2ccoc12	-36	?	-4	.	5	-1.2	-23
Cc1nn(-c2ccccc2)nc1-c1nnc(-c2ccc(C(F)(F)F)cc2)o1	13	-5	-2	-4	-10	4.3	1
C[C@H](CO)N1C[C@H](C)[C@H](CN(C)C(=O)Nc2ccccc2)Oc2c(NS(=O)(=O)c3ccccc3)cccc2C1=O	-11	-6	2[16.7 µM]	9	-14	-2.7	-4
CCS(=O)(=O)N1Cc2ccccc2CC1C(=O)N1CCN(c2cccc(C)c2C)CC1 (stereo not given)	.	.	-2	2	-8	.	.
Cc1ccccc1-c1nc(CN2CCC(C(=O)O)CC2)c(C)o1	5	-6	-4	6	1	3.5	-5
C/C(=N\NS(=O)(=O)c1c(C)cc(C)cc1C)c1ccncc1	6	4	-1	3	.	-1.8	9
Cc1noc(C)c1C(=O)NC1=NCCS1	-4	?	1	-8	.	3.7	5
CCC(C)Sc1nnc(Cc2cc(=O)[nH]c(=O)[nH]2)n1-c1ccc(OC)cc1 (stereo not given)	16	-4	0	5	5	-1.7	0
O=C(C[C@@H]1CC[C@@H]2[C@H](COC[C@@H](O)CN2Cc2nccs2)O1)NCc1ccc(Cl)cc1	-7	-3	-4[16.7 µM]	-14	-1	-1.1	11
CC(C)CC1=NN(C(=O)c2cccnc2)C(O)(C(F)(F)F)C1 (stereo not given)	6	.	.	-5	7	.	.
CCOc1ccc(-c2nn3c(-c4ccc(F)cc4)nnc3s2)cc1	12	.	2	.	-5	.	.
C/C=C/c1ccc2c(c1)O[C@@H](CN(C)C)[C@@H](C)CN([C@H](C)CO)S2(=O)=O	20	14	-3[16.7 µM]	.	6	-4.5	-4
CC(C)(C)c1cc(CN2CCC(O)CC2)cc(C(C)(C)C)c1O	.	.	7	-2	2	.	.
CC(NC(=O)c1sc2cc([N+](=O)[O-])ccc2c1Cl)C(C)(C)C (stereo not given)	.	?	-6	-40	-2	.	-1
O=C(Nc1ccc(Cl)cn1)c1ccc([N+](=O)[O-])o1	0	-8	.	52	6	-2.6	20
Cc1noc(C)c1S(=O)(=O)Nc1cccc2c1O[C@@H](CN(C)C(=O)Nc1ccc(F)cc1)[C@@H](C)CN([C@H](C)CO)C2=O	-22	-12	5[16.7 µM]	.	0	0.0	-1
CCn1ccc(C(=O)Nc2sc3c(c2C(=O)OC)CCC3)n1	-3	16	-4	.	7	1.2	4
O=C(CCCOc1ccc(Cl)cc1Cl)Nc1ccccn1	-4	0	-7	3	1	2.2	-34
O=C(c1ccc(N2CN(C(=O)c3ccco3)c3nc4ccccc4nc32)cc1)N1CCOCC1	12	2	-5	.	.	-0.7	-21
CCOc1ccc(-n2nc(C(=O)NC3CCCCC3)c3ccccc3c2=O)cc1	0	1	-1	-12	6	-1.2	.
COc1cc(OC)cc(C(=O)N2CCN(Cc3ccc4c(c3)OCO4)CC2)c1	-13	1	-1	-12	3	1.6	5
O=c1oc(-c2ccco2)nc2sc3c(c12)CCCCC3	-14	-4	16	-47	.	-1.7	-14
Cc1ccc(-c2nc3ccccc3c(=O)n2CCCn2ccnc2)cc1	.	.	6	13	-6	.	.
O=C(C[C@@H]1CC[C@@H](NC(=O)Cc2ccccn2)[C@@H](CO)O1)NCCCN1CCOCC1	14	-1	.	-9	7	-2.3	-27
O=C(OCC(O)C1OC(c2ccccc2)OC(COC(=O)c2ccccc2)C1O)c1ccccc1 (stereo not given)	-13	-2	.	27	-3	-5.2	-5
CN(Cc1ccccc1)C(=O)COC(=O)c1ccc2ccccc2n1	7	0	.	12	8	-0.5	19
COC(=O)C[C@H]1CC[C@@H]2[C@H](COC[C@@H](O)CN2S(=O)(=O)c2cn(C)cn2)O1	10	0	-4[16.7 µM]	3	-1	0.5	-1
Cc1ccc(C(=O)N(c2ccccc2)C2CC(C)N(C(=O)c3ccco3)c3ccccc32)cc1 (stereo not given)	.	.	-13	15	-6	.	.
CCCNC(=O)Nc1ccc2c(c1)OC[C@@H](C)N(Cc1cncnc1)C[C@H](C)[C@@H](OC)CN(C)C2=O	8	0	.	1	-4	0.3	5
C[C@H]1CCCCO[C@@H](CN(C)C(=O)Nc2ccccc2)[C@@H](C)CN([C@@H](C)CO)C(=O)c2cc(NS(C)(=O)=O)ccc2O1	13	?	1[16.7 µM]	5	8	0.1	-1
Oc1ccc(C(c2nnnn2C2CCCCC2)N2CCOCC2)cc1 (stereo not given)	33	0	-10	7	3	-0.1	5

# The results go on.
Compound	GSIS activator	DENV2 CPE	miR-122 sensor	PAX8 reporter	FN deposition inh	F508del corr	EWS-Fli block
Cn1cc(CN2CCC(N3CCNC(=O)CC3)CC2)c(-c2ccccc2F)n1	11	-6	-4	-7	12	1.0	-1
COc1ccc(OC)c(C(=O)c2coc3ccc(OC(C)=O)cc23)c1	4	0	-17	9	8	-0.6	0
Clc1ccc(C=NN2CCCCCC2)c(Cl)c1	.	-1	14	-10	-2	-1.5	-31
O=C(O)/C=C/c1cn(-c2ncc(C(F)(F)F)cc2Cl)c2ccccc12	.	.	-2	15	-6	.	.
Cc1ccccc1Oc1nc2ccccc2n2cnnc12	5	5	.	9	.	-0.3	-13
Fc1cccc(CN2CCN(C(=S)NCCc3ccccc3)CC2)c1	-8	9	.	-19	.	1.6	-9
O=C(OCC(=O)N1CCCC1=O)c1ccc(O)cc1O	19	-6	2	-4	9	0.7	-4
CCOC(=O)c1c(N)nn(C(=O)C(C)C)c1-c1ccc(OC)cc1	.	.	-3	-15	4	.	.
C[C@H]1CCCCO[C@H](CN(C)C(=O)Nc2ccc(C(F)(F)F)cc2)[C@@H](C)CN([C@@H](C)CO)C(=O)c2cc(NC(=O)Nc3ccccc3)ccc2O1	2	12	-5[16.7 µM]	81*	-10	-3.1	-11

# Four compounds drawn at random from those above, as already listed:
Compound	GSIS activator	DENV2 CPE	miR-122 sensor	PAX8 reporter	FN deposition inh	F508del corr	EWS-Fli block
Cc1ccccc1Oc1nc2ccccc2n2cnnc12	5	5	.	9	.	-0.3	-13
O=C(OCC(=O)N1CCCC1=O)c1ccc(O)cc1O	19	-6	2	-4	9	0.7	-4
CCOC(=O)c1c(N)nn(C(=O)C(C)C)c1-c1ccc(OC)cc1	.	.	-3	-15	4	.	.
Clc1ccc(C=NN2CCCCCC2)c(Cl)c1	.	-1	14	-10	-2	-1.5	-31

# Source: PubChem BioAssay
